From PubChem
SENP8 inh: SENP8 protease inhibition; purified SENP8, Z-RLRGG-aminoluciferin cleavage, luminescence; Q96LD8; 330,000 compounds, 1.2% hits; inhibition, % at 10 µM; AID 2540
EBI2 block: antagonists of human EBI2 receptor; 360,000 compounds, 0.81% hits; P32249; EBI2 beta-arrestin recruitment, luminescence, 7a,25-OHC stimulated; inhibition, % at 5 µM; in the data active = inhibition above about 38%;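 note: enzyme fragment complementation signal reports receptor beta-arrestin coupling in cells; 0% = agonist plus DMSO wells and 100% = wells without agonist; some results beyond the cut were filed as inactive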
Apaf-1 inh: inhibitors of human Apaf-1 apoptosome | O14727 | reconstituted apoptosome caspase-3 activity, DEVD-Rh110 fluorescence | inhibition, % at 20 µM | 330,000 compounds, 0.71% hits; active = inhibition of at least 40% at 20 µM;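 note: plate controls were DMSO wells for no effect and DEVD-CHO caspase inhibitor wells for full effect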
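Material: reconstituted apoptosome with Apaf-1, cytochrome c, caspase-9, procaspase-3, dATP. Technique: Rh110 fluorescence intensity. Buffer or medium: pH 7.5 Hepes buffer with CHAPS, BSA, DTT. Times: 30 min plus 50 min, RT.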
CCR6 antag: CCR6 (human) receptor antagonism. 340,000 compounds, 0.49% hits. CHO-K1 CCR6 PathHunter beta-arrestin, luminescence, CCL20-stimulated. P51684. inhibition, % at 20 µM. AID 493098;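 active = compounds whose inhibition of the agonist-driven luminescence signal at 20 µM reaches about 50%, limit read from the data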;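 note: cells stimulated with CCL20 at 14 nM final; plate controls were DMSO with CCL20 for no effect and DMSO without agonist for full effect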
697 NFkB inh: inhibitors of the PMA/ionomycin-induced NF-kB reporter in 697 B cells. 697 B-cell NF-kB luciferase reporter, 16 h. inhibition, % at 4 µM. 330,000 compounds, 0.33% hits. AID 435022; in the data active = inhibition above about 35%
Jurkat NFkB inh: lowers PMA/ionomycin-induced NF-kB signal in Jurkat cells | 330,000 compounds, 0.53% hits | inhibition, % at 4 µM | PMA/ionomycin-induced NF-kB luciferase reporter, luminescence | AID 435003
UBC13 inh: inhibitors of human UBC13 polyubiquitin chain formation | P61088 | TR-FRET | inhibition, % at 20 µM | 330,000 compounds, 0.47% hits; in the data active = inhibition above about 45%, passing the limit was not always enough
Gli-Sufu block: Gli-Sufu pathway antagonism; Sufu-KO-LIGHT fibroblasts, Gli luciferase reporter luminescence; inhibition, % at 5 µM; 340,000 compounds, 0.74% hits; AID 588413;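 active = inhibition above about 55%, limit read from the data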;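 note: 0% = DMSO-treated cells and 100% = wells with medium but no cells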
An asterisk follows results filed as active; / = not tested or not shown. Cut-off read from the data, not from the text of the source, unless noted: active = inhibition above about 50%; inactive = the rest. These rows are one share of the data. The share of hits here may be higher or lower than overall.

no.	SMILES	SENP8 inh	EBI2 block	Apaf-1 inh	CCR6 antag
1	c1ccc2c3c(c(CN4CCCC4)cc2c1)COC3	-1	3	-4	6
2	Cc1nnc(-c2ccccc2)nc1N1CCOCC1	3	5	0	7
3	O=C(NCc1ccc(F)cc1)c1cccc(S(=O)(=O)N2CCOCC2)c1	-10	-11	1	10
4	Cc1ccccc1C(=O)NNc1ccc(-c2csnn2)cc1	7	1	1	7
5	NC(=O)C1=C[C@H](c2csc3ccccc23)C[C@H](OCc2ccc(CO)cc2)O1	-10	2	12	1
6	CCn1c(SCC(=O)N/N=C/c2cc(OC)c(OC)c(OC)c2)nc2ccccc21	-9	-4	5	4
7	CC1CCCC(C)N1CC(O)COC1CCC(C(C)(C)C)CC1 (stereo unspecified)	-11	-9	2	0
8	CC(C)CNc1nnnc2c1sc1nc(N3CCOCC3)c3c(c12)CCCC3	2	22	-10	17
9	O=c1[nH]n2c(C(F)(F)F)cc(C3CC3)nc2c1N=Nc1ccccc1	-4	-11	8	3
10	CC1=NN(C(=O)c2ccccc2Br)C(O)(c2cccnc2)C1 (stereo unspecified)	3	-8	0	-7
11	Cc1onc(-c2ccccc2)c1C(=O)NC(C)C1CCCO1 (stereo unspecified)	-7	-8	-8	-1
12	COCC(C)NC(=O)Cc1ccc(Cl)cc1 (stereo unspecified)	-3	-8	3	4

no.	697 NFkB inh	Jurkat NFkB inh	UBC13 inh	Gli-Sufu block
1	8	12	4	-2
2	-41	-19	-3	0
3	20	0	-4	3
4	-17	-16	5	-1
5	-9	-3	-1	-14
6	12	4	-4	3
7	-22	8	7	/
8	10	-2	-22	12
9	11	-10	-47	-2
10	2	1	-5	2
11	19	-3	7	-2
12	1	-16	1	-3

More entries.
no.	SMILES	SENP8 inh	EBI2 block	Apaf-1 inh	CCR6 antag
13	Cn1cc(/C(Cc2ccccc2)=N\O)c2ccccc21	4	-3	14	6
14	O=C1c2ccccc2C(=O)c2c([N+](=O)[O-])ccc(O)c21	5	2	-12	31
15	N#Cc1cccc(NC(=O)c2ccc(S(=O)(=O)N3CCOCC3)cc2)c1	4	-4	-7	10
16	CC(=O)N1[C@H](C)C=C[C@]1(Cc1ccccc1)C(=O)O	1	-5	-12	10
17	O=C(O)Cc1cc(I)c(Oc2ccc(O)c(I)c2)c(I)c1	35	/	28	/
18	CC(C)(C)C(=O)c1sc(Nc2ccccc2)nc1N	-15	15	4	36
19	COc1ccc(CN(C(=O)c2snc(C(N)=O)c2N)C(C(=O)NC2CCCC2)c2cc(OC)ccc2OC)cc1 (stereo unspecified)	-9	9	23	16
20	Cc1ccc(S(=O)(=O)N2[C@@H](c3ccc(Cl)cc3)C(C(=O)O)=CC[C@H]2c2cccs2)cc1	3	-9	16	2
21	O=C(/C=C/c1ccccc1)c1ccccc1O	7	-9	1	21
22	Cc1cc(C(F)F)n2ncc(C(=O)NCCc3ccccc3Cl)c2n1	-4	4	18	4
23	Nc1nonc1-n1nnc(C(=O)N/N=C/c2ccc(O)cc2)c1CN1CCCCCC1	10	8	-6	1
24	CC(Sc1ccccc1)C(=O)N(CCC#N)Cc1cccnc1 (stereo unspecified)	-2	-8	-4	-11

no.	697 NFkB inh	Jurkat NFkB inh	UBC13 inh	Gli-Sufu block
13	-32	19	-2	-11
14	16	-18	-28	-4
15	7	-8	14	-4
16	3	-11	-2	-10
17	-22	-10	-37	/
18	-239	-109	-1	-77
19	3	1	-1	-13
20	10	0	-17	-5
21	-16	-6	7	-19
22	0	-21	5	-3
23	-7	3	-14	-14
24	10	0	-14	4

(next part)
no.	SMILES	SENP8 inh	EBI2 block	Apaf-1 inh	CCR6 antag
25	COc1ccc(NC(=O)CN2CCc3ccccc3C2)c(OC)c1	-7	-5	0	13
26	Cc1ccc(S(=O)(=O)NCCCCCC(=O)Nc2c(C)n(C)n(-c3ccccc3)c2=O)cc1	-1	-12	-4	-4
27	CCOc1ccc(C(=O)OCC(=O)NCCCc2ccccc2)cc1	-11	0	3	10
28	COc1ccc(CNC(=O)c2cnccn2)cc1	-8	-12	-12	5
29	O=C1CSC(=Nc2cc(Cl)ccc2Cl)N1	3	-6	-18	2
30	C[C@]12C(=O)N(c3ccc(F)cc3)C(=O)N1[C@H]1c3ccccc3OC[C@@H]1[C@H]2c1ccccc1	5	7	13	-2
31	CC(=O)c1sc(NC(=O)CCN2C(=O)C3CC=CCC3C2=O)nc1-c1ccccc1 (stereo unspecified)	5	-7	0	10
32	O=C(Cc1ccccc1Cl)NCCCn1ccnc1	3	1	-2	6
33	CC(=O)Nc1cccc(C(=O)N/N=C/c2ccc(C)o2)c1	-2	-2	5	-6
34	COc1cccc(CNC(=S)Nc2ccc(Cl)cc2C)c1	-1	0	6	0
35	COc1cc2cc(CN(CCc3ccccc3C)C(=S)NCCCN3CCOCC3)c(=O)[nH]c2cc1OC	-3	-4	25	0
36	CC(=O)Nc1ccc(S(=O)(=O)NNC2=NS(=O)(=O)c3ccccc32)cc1	-3	1	-1	-1

no.	697 NFkB inh	Jurkat NFkB inh	UBC13 inh	Gli-Sufu block
25	-22	-23	3	1
26	23	2	1	-12
27	-3	-5	1	1
28	-4	-4	-6	-10
29	-11	-11	-3	1
30	12	1	13	3
31	21	2	4	-2
32	10	3	5	35
33	19	6	2	3
34	-3	1	2	-16
35	23	-19	13	26
36	15	1	3	3

In another format: 3 of the compounds above
| no. | smiles | SENP8 inh | EBI2 block | Apaf-1 inh | CCR6 antag | 697 NFkB inh | Jurkat NFkB inh | UBC13 inh | Gli-Sufu block |
| --- | --- | --- | --- | --- | --- | --- | --- | --- | --- |
| 33 | CC(=O)Nc1cccc(C(=O)N/N=C/c2ccc(C)o2)c1 | -2 | -2 | 5 | -6 | 19 | 6 | 2 | 3 |
| 34 | COc1cccc(CNC(=S)Nc2ccc(Cl)cc2C)c1 | -1 | 0 | 6 | 0 | -3 | 1 | 2 | -16 |
| 35 | COc1cc2cc(CN(CCc3ccccc3C)C(=S)NCCCN3CCOCC3)c(=O)[nH]c2cc1OC | -3 | -4 | 25 | 0 | 23 | -19 | 13 | 26 |

4 entries from above, as labelled records.
27) CCOc1ccc(C(=O)OCC(=O)NCCCc2ccccc2)cc1
  SENP8 inh = -11 | EBI2 block = 0 | Apaf-1 inh = 3 | CCR6 antag = 10 | 697 NFkB inh = -3 | Jurkat NFkB inh = -5 | UBC13 inh = 1 | Gli-Sufu block = 1
28) COc1ccc(CNC(=O)c2cnccn2)cc1
  SENP8 inh = -8 | EBI2 block = -12 | Apaf-1 inh = -12 | CCR6 antag = 5 | 697 NFkB inh = -4 | Jurkat NFkB inh = -4 | UBC13 inh = -6 | Gli-Sufu block = -10
29) O=C1CSC(=Nc2cc(Cl)ccc2Cl)N1
  SENP8 inh = 3 | EBI2 block = -6 | Apaf-1 inh = -18 | CCR6 antag = 2 | 697 NFkB inh = -11 | Jurkat NFkB inh = -11 | UBC13 inh = -3 | Gli-Sufu block = 1
30) C[C@]12C(=O)N(c3ccc(F)cc3)C(=O)N1[C@H]1c3ccccc3OC[C@@H]1[C@H]2c1ccccc1
  SENP8 inh = 5 | EBI2 block = 7 | Apaf-1 inh = 13 | CCR6 antag = -2 | 697 NFkB inh = 12 | Jurkat NFkB inh = 1 | UBC13 inh = 13 | Gli-Sufu block = 3

The listing continues.
no.	SMILES	SENP8 inh	EBI2 block	Apaf-1 inh	CCR6 antag
37	COc1ccc(C(=O)Nc2ccc(S(=O)(=O)Nc3nccc(C)n3)cc2)cc1[N+](=O)[O-]	-3	-3	6	-5
38	N#Cc1ccccc1S(=O)(=O)N1CCN(C(=O)c2ccc(-n3cncn3)c([N+](=O)[O-])c2)CC1	-2	7	4	-14
39	CCCCn1c(N)c(NCCC)c(=O)[nH]c1=O	-2	-2	3	-5
40	COc1ccc2[nH]c(=O)c(CNc3ccc(C)c(C)c3)cc2c1	0	4	23	-3
41	CC(=O)c1sc(NC(=O)COc2ccc(Cl)cc2C)nc1C	-1	4	-13	1
42	O=C(COC(=O)COc1ccc(Cl)cc1)NC1CCCCC1	-1	3	-2	-7
43	COc1ccc(NC(=S)NCc2ccco2)cc1	3	-8	-7	-2
44	COc1ccc(NC(=O)CCS(=O)(=O)c2ccc3c(c2)NC(=O)C(C)S3)cc1OC (stereo unspecified)	-4	-3	-1	6
45	COc1ccc(OCc2nc(N)nc(Nc3ccccc3OC)n2)cc1	3	1	10	0
46	CC(C)C(c1nnnn1C1CCCC1)N1CCN(c2ccccc2F)CC1 (stereo unspecified)	-4	12	7	9
47	COc1ccc(-c2nc3ccc(C)cn3c2NCc2ccc3c(c2)OCO3)cc1	-12	2	18	21
48	CCOc1cccc2cc(C(=O)NCc3ccc(OC)cc3)c(=N)oc12	-2	21	29	5

no.	697 NFkB inh	Jurkat NFkB inh	UBC13 inh	Gli-Sufu block
37	4	-8	-15	6
38	18	11	-4	-16
39	15	-10	4	-2
40	-37	-25	-21	-10
41	9	-18	0	-5
42	33	15	9	-7
43	-7	2	6	-47
44	11	12	12	-6
45	-3	-6	0	-6
46	4	8	-2	3
47	-53	-55	9	-11
48	0	0	-6	16

(continued)
no.	SMILES	SENP8 inh	EBI2 block	Apaf-1 inh	CCR6 antag
49	CCc1nc2ccccc2n1Cc1ccccc1OC	-5	8	10	4
50	COc1ccc(-c2[nH]ncc2CN2CCC(C(=O)c3ccc(F)cc3)CC2)cc1	-6	-12	-6	-1
51	CCOc1ncccc1C(=O)Nc1ccccc1F	3	8	3	11
52	CCOc1cc(N2CCOCC2)c(OCC)cc1NC(=O)C(NC(=O)c1ccco1)C(C)C (stereo unspecified)	2	7	-11	-2
53	O=C(OCc1cncs1)c1ccccc1Cl	-5	6	-4	-5
54	O=C(CSCc1ccc([N+](=O)[O-])cc1)Nc1cccc(C(=O)Nc2ccccc2C(=O)O)c1	5	-5	-2	5
55	COc1ccc(S(=O)(=O)CCC(=O)NCCc2ccc(S(N)(=O)=O)cc2)cc1	5	-2	3	-10
56	CCN(Cc1ccccc1)C(=O)c1ccc(SC)cc1OC	5	6	6	7
57	CN(C(=O)COC(=O)c1cc2c(s1)CCCCC2)c1ccccc1	-9	-5	27	17
58	C=CCNc1nc(C)c(CNc2c(C)cc(C)cc2C)nc1C#N	4	10	4	20
59	CC1NC(=O)c2ccccc2-n2c1nc1cc(F)ccc1c2=O (stereo unspecified)	9	/	-18	/
60	CNS(=O)(=O)c1ccc(NC(=O)c2cncc(Br)c2)cc1	-10	-6	-2	0

no.	697 NFkB inh	Jurkat NFkB inh	UBC13 inh	Gli-Sufu block
49	-26	7	-10	8
50	-7	-2	-3	1
51	0	-2	-2	-10
52	2	8	-1	0
53	14	-4	21	0
54	1	6	-7	-2
55	3	-7	-2	2
56	8	2	5	1
57	0	1	-7	-13
58	14	8	8	5
59	20	1	7	/
60	5	-15	-12	2
